S3 lipid droplet: qHTS Assay for Lipid Storage Modulators in Drosophila S3 Cells; Drosophila S3 cells, BODIPY lipid droplet fluorescence, 18-24 h; cells fed with added oleic acid; Potency in µM for hits, for the others lipid storage change, negative = inhibition, % at the top dose, mostly 46.1 µM; 320,000 compounds, 0.64% hits; AID 2685, 2010; active = well fitted inhibition curve with a large enough effect in the signal ratio, with a control signal flat, not every such curve was filed as active; inconclusive = small, poorly fitted or top-dose-only effect, or effect the other way, or a change in a side signal; the % refers to the signal ratio
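Drosophila S3 cells loaded with oleic acid (400 uM, as added) and compounds at several concentrations; lipid droplets imaged by 488-nm laser-scanning cytometry, 500–530 nm intensity and object ratio to cell channel. Percent activity normalized to 20 uM Triacsin C.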
S3 lipid droplet cell count max: also measured in S3 lipid droplet; calls as there; cell number change, %; measured here: cell count max response;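 cells counted by Cell Tracker Red CMTPX staining in the red channel; peak over a dose series mostly up to 46.1 µM; percent activity relative to internal control wells on each plate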
An asterisk follows results filed as active; i = inactive; ? = inconclusive; nt = not tested or not shown. % is set by controls: 0 for no effect and ±100 for the full control effect; potency is the fitted concentration of half-maximal effect.

Second line of a record – S3 lipid droplet | S3 lipid droplet cell count max
1. O=C(OC1CCN(c2ncc(C(F)(F)F)cc2Cl)CC1)c1cccc(C(F)(F)F)c1
 : ? | nt
2. CCC1CCCCN1C(=O)CSc1nnc(-c2ccc(OC)cc2)o1 (stereo not drawn)
 : ? | nt
3. CCOC(=O)C1=C(CSc2nc3ccccc3s2)NC(=O)NC1c1ccc(OC)cc1 (stereo not drawn)
 : -24% | -17
4. Fc1ccccc1NC(=S)N1CCN(c2ccccn2)CC1
 : 18% | 1
5. Cc1ccccc1Nc1nc(CSc2nnnn2-c2ccccc2)cs1
 : ? | nt
6. CC(=O)c1ccc(Oc2ncnc3sccc23)c(CN2CCOCC2)c1
 : 0% | 1
7. CCn1c(C)c(C2=CCN(S(=O)(=O)c3ccc(C)cc3)CC2)c2ccccc21
 : ? | nt
8. O=C(C1CC1)N(CCN(Cc1ccccc1)C(=O)C1CC1)Cc1ccccc1
 : ? | nt
9. CC(=O)c1ccc(N2CCN(CC3CCCCC3)CC2)cc1
 : ? | nt
10. COc1ccc2[nH]c3c(c2c1)CCN1C(=O)N([C@@H](C)C(=O)NCc2ccccc2)C(=O)[C@]31C
 : ? | nt
11. Fc1ccc(F)c(CN2CCN(c3ncccn3)CC2)c1
 : 16% | 0
12. Cc1nc(C(F)(F)F)ccc1C(=O)Nc1ccc(C(F)(F)F)cn1
 : 6% | 0
13. Cc1cccc(/N=C/c2c(O)n(Cc3ccc4c(c3)OCO4)c(=O)c3ccccc23)n1
 : ? | nt
14. Cc1cccc(C)c1N1C(=O)[C@@H]2C(c3ccccc3Cl)=NO[C@@H]2C1=O
 : 0% | 10
15. CC(=O)Nc1c2c(nn1-c1ccccc1)CSC2
 : 19% | -15
16. CSc1cccc(NC(=O)CN2C(=O)COc3ccc(S(=O)(=O)N4CCOCC4)cc32)c1
 : i | -23
17. O=C(Nc1ccnc(-c2ccncc2)n1)C1CC1
 : ? | nt
18. O=C(NCc1cccnc1)c1ccc(NS(=O)(=O)c2ccccc2)cc1
 : 5% | 4
19. COc1ccc(-c2coc3cc4oc(=O)cc(C)c4cc23)cc1F
 : ? | nt
20. Cc1cc(Cl)ccc1NC(=O)NC1CCN(S(=O)(=O)c2ccc(F)cc2)CC1
 : ? | nt
21. O=C(COC(=O)CC(c1ccccc1)c1ccccc1)NCc1ccccc1
 : ? | nt
22. CCN(C(=O)CSc1nc2ccccc2c(=O)n1C(C)COC)C1CCS(=O)(=O)C1 (stereo not drawn)
 : 2% | -9
23. O=C(NC1(C(F)(F)F)NC(=O)N(c2ccc(F)cc2)C1=O)c1cccs1 (stereo not drawn)
 : ? | nt
24. O=C(N/N=C/c1ccncc1)/C(=C/c1ccccc1)NC(=O)c1ccccc1
 : ? | nt
25. O=S(=O)(c1ccccc1S(=O)(=O)N1CCCCC1)N1CCCCC1
 : ? | nt
26. Cc1ccc(-c2nn(CCC(=O)Nc3cccnc3)c(=O)c3ccccc23)cc1
 : 10% | 2
27. CCOC(=O)C/C(C)=N/NC(=O)Nc1ccccc1
 : 24% | 28
28. CCCOc1ccc(C(=O)N2CCCc3ccccc32)cc1
 : ? | nt
29. N#Cc1cncc(C#Cc2ccccc2)c1
 : 13% | 4
30. CCOC(=O)Nc1ccc2c(c1)nc(CN1CCN(C(C)=O)CC1)n2C
 : 14% | 12
31. Cc1ccc(/C=C2\SC(=O)N(CCNC(=O)C3CSC4(C)CCC(=O)N34)C2=O)cc1 (stereo not drawn)
 : ? | nt
32. O=C(c1nc2ccccn2c1CNCCOc1cccnc1)N1CCOCC1
 : 0% | 7
33. CC(=O)c1ccc(NC(=O)C(NC(=O)c2ccccc2)=C(C)C)cc1
 : ? | nt
34. CN(C(=O)C1CCN(S(=O)(=O)c2cccc3nonc23)CC1)C1CCCCC1
 : ? | nt
35. Cc1ccc(Cl)cc1NC(=O)CCN1C(=O)C2C3CCC(C3)C2C1=O (stereo not drawn)
 : ? | nt
36. CC1(c2ccc([N+](=O)[O-])cc2)NC(=O)N(CC(=O)Nc2cccnc2Cl)C1=O (stereo not drawn)
 : 18% | 18
37. Cc1c(OCC(=O)N2CCC(C(=O)O)CC2)ccc2c3c(c(=O)oc12)CCCC3
 : ? | nt
38. COc1cccc(NC(=O)C(C)SCc2ccccc2)c1 (stereo not drawn)
 : ? | nt
39. Cc1ccc2nc(SCC(=O)NCCc3ccccc3)nc(=O)n2c1
 : ? | nt
40. CN1CC(C(=O)Nc2ccc(F)c(Cl)c2)CC1=O (stereo not drawn)
 : ? | nt

Exported in transposed form: part of the list above.
(24) O=C(N/N=C/c1ccncc1)/C(=C/c1ccccc1)NC(=O)c1ccccc1
(36) CC1(c2ccc([N+](=O)[O-])cc2)NC(=O)N(CC(=O)Nc2cccnc2Cl)C1=O (stereo not drawn)
(22) CCN(C(=O)CSc1nc2ccccc2c(=O)n1C(C)COC)C1CCS(=O)(=O)C1 (stereo not drawn)
(27) CCOC(=O)C/C(C)=N/NC(=O)Nc1ccccc1
(30) CCOC(=O)Nc1ccc2c(c1)nc(CN1CCN(C(C)=O)CC1)n2C

compound no.	24	36	22	27	30
S3 lipid droplet	?	18%	2%	24%	14%
S3 lipid droplet cell count max	nt	18	-9	28	12

(listing goes on)
Second line of a record – S3 lipid droplet | S3 lipid droplet cell count max
41. COc1cc(C(=O)OCCNC(=O)c2ccccc2)cc(OC)c1OC
 : ? | nt
42. Cc1nc2c(Cl)cccc2c2c1CC(CBr)O2 (stereo not drawn)
 : 6% | -2
43. Cn1cnc([N+](=O)[O-])c1Oc1ccc2ccccc2c1
 : ? | nt
44. CC(C)c1nnc(SCC(=O)NC2CCCCC2)n1C
 : i | -2
45. COc1ccc(S(=O)(=O)NCc2ccncc2)cc1NC(=O)c1ccccc1
 : ? | nt
46. Cc1ccc(NC2=C(Cl)C(=O)OC2NC(=O)c2ccccc2)cc1 (stereo not drawn)
 : -11% | -4
47. CCCn1c(SCC(N)=O)nc2c(c1=O)C1(CCCC1)Cc1ccccc1-2
 : -2% | -11
48. Cc1csc(NC(=O)c2cc([N+](=O)[O-])cc([N+](=O)[O-])c2)n1
 : 10% | -8
49. O=c1c(-c2ccccc2Cl)c[nH]n1-c1ccccc1
 : -15% | 5
50. c1coc(C2Nc3cccc4cccc(c34)N2)c1
 : i | -1
51. O=C(CCSc1ccc(Cl)cc1)NCc1ccncc1
 : i | nt
52. O=C(NCCn1cc(SCc2ccc(F)cc2)c2ccccc21)c1c(F)cccc1F
 : ? | nt
53. COc1ccc(CN2CCCCC2C(=O)Nc2ccc(OC)c(OCC(C)C)c2)cc1OC (stereo not drawn)
 : -1% | -2
54. Cc1ccc(/C=N/NC(=O)c2ccco2)s1
 : 17% | -10
55. Cc1ccc(C(=O)N/C(=C/c2cccnc2)C(=O)N2CCCCCC2)cc1
 : ? | nt
56. O=c1[nH]c(CSc2ccccn2)nc2c1cnn2-c1ccccc1
 : ? | nt
57. FC(F)(F)c1cccc(-c2ccc(-c3csnn3)o2)c1
 : ? | nt
58. O=C1C=C(c2ccc(Oc3ccccc3)cc2)C[C@@H](c2ccc(F)cc2)C1
 : ? | nt
59. Cc1cccc(N(C(=O)c2snc(C(N)=O)c2N)C(C(=O)NCC2CCCO2)c2c[nH]c3ccccc23)c1 (stereo not drawn)
 : ? | nt
60. CCC(C)NC(=O)C1CCN(S(=O)(=O)CC)CC1 (stereo not drawn)
 : -2% | -10

Entries of single compounds from above:
`Cn1cnc([N+](=O)[O-])c1Oc1ccc2ccccc2c1` is entered as S3 lipid droplet: ?; S3 lipid droplet cell count max: nt
`CCC(C)NC(=O)C1CCN(S(=O)(=O)CC)CC1` (stereo not drawn) is entered as S3 lipid droplet: -2%; S3 lipid droplet cell count max: -10

Next structures follow:
Second line of a record – S3 lipid droplet | S3 lipid droplet cell count max
61. CCSc1nnc(CNc2ccc(F)cc2)n1CC1CCCO1 (stereo not drawn)
 : ? | nt
62. CCCOC(=O)CN1C(=O)c2ccccc2C1=O
 : 8% | -2
63. CCOC(=O)C1=C(CSc2nc3c(cc2C#N)CN(C)CC3)OC(N)=C(C#N)C1c1ccc(F)cc1 (stereo not drawn)
 : ? | nt
64. Cc1c(NC(=O)CSc2nnnn2-c2ccc(C(=O)O)cc2)c(=O)n(-c2ccccc2)n1C
 : ? | nt
65. COc1ccc(C(=O)N/C(=C\c2ccccc2)C(=O)NC(CC(C)C)C(=O)O)cc1 (stereo not drawn)
 : ? | nt
66. CC(C)[C@H](NC(=O)c1ccccc1F)C(=O)Nc1ccc2c(c1)OCO2
 : ? | nt
67. CCCCc1ccc(NC(=O)NCc2ccccn2)cc1
 : 1% | 23
68. CC(C)=CCC/C(C)=C/CC/C(C)=C/CC/C(C)=C/CC1=C(C)C(=O)c2ccccc2C1=O
 : 7% | -1
69. COc1ccc(NC(=O)c2ccc(NC(=O)CSc3nccc(=O)[nH]3)cc2)cc1
 : -19% | 6
70. Fc1ccc(NC(=S)Nc2cccnc2)c(F)c1F
 : ? | nt
71. Cn1c(C(=O)N2CCOCC2)cnc1Sc1ncc(C(F)(F)F)cc1Cl
 : ? | nt
72. Cc1ccc(-n2ncc3c(=O)n(CC(=O)N4CCN(c5ccccc5F)CC4)cnc32)cc1C
 : 6% | 17
73. CS(=O)(=O)N(CC(=O)Nc1ccc2c(c1)OCO2)c1ccc2c(c1)OCO2
 : ? | nt
74. COc1ccc(/C=N/NC(=S)NCc2ccccc2)cc1OC
 : ? | nt
75. COCCCNc1c2c3c(cccc3[nH]c1=O)C(=O)c1ccccc1-2
 : ? | nt
76. COc1ccc(CCNC(=O)C2CCN(C(=O)c3ccc(Br)cc3)CC2)cc1
 : 5.8µM* | -9.5*
77. COc1ccc(-n2ccnc2SCC(=O)NCc2ccccc2)c(OC)c1
 : 8% | nt
78. CS(=O)(=O)c1ccc2nc(NC3(C(F)(F)F)N=C4SCCN4C3=O)sc2c1 (stereo not drawn)
 : ? | nt
79. COc1ccc(C(=O)N2CCN(S(=O)(=O)c3ccc(C)cc3C)CC2)cc1OC
 : 29% | 5
80. CN(C)S(=O)(=O)c1ccc(Cl)c(NC(=O)CSc2nc3ccccc3c(=O)n2CCCN2CCOCC2)c1
 : ? | nt
81. COC(=O)c1[nH]c(C)c(/C(O)=C2\C(=O)C(=O)N(CCN3CCOCC3)C2c2ccco2)c1C (stereo not drawn)
 : 0% | 8
82. CCOc1ccc(CNC(=O)CCc2cn(C)c3ccccc23)cc1OC
 : ? | nt
83. CC(C)(C)C(=O)Nc1ccc(-c2cc3cc(Cl)ccc3o2)cc1
 : ? | nt
84. Cn1c(C(=O)N[C@@H](Cc2ccccc2)C(=O)O)cc2cc(F)ccc21
 : ? | nt
85. c1ccc(Cn2ncc3c(Nc4ccccc4)ncnc32)cc1
 : 6% | 5
86. CCc1cc(=O)oc2cc(C)cc(OCC(=O)NCCN3CCOCC3)c12
 : ? | nt
87. O=C(c1ccccc1NS(=O)(=O)c1cccs1)N1CCOCC1
 : -13% | -20
88. O=C(OCc1cccc([N+](=O)[O-])c1)c1ccc2ccccc2n1
 : ? | nt
89. Cc1ccc2nc(SCC(=O)NCc3ccc(F)cc3)[nH]c2c1
 : ? | nt
90. O=c1c2ccccc2oc2nc(-c3ccco3)n(-c3ccccc3)c(=O)c12
 : -6% | -2
91. O=C(NCC1CCN(C(=O)c2cccc([N+](=O)[O-])c2)CC1)c1cccc([N+](=O)[O-])c1
 : i | -4
92. COc1ccc(OCC(=O)Nn2c(-c3ccc(C)cc3)nc3ccccc3c2=O)cc1
 : ? | nt
93. O=C(O)c1ccc(-n2nc(C(F)(F)F)c3c2CCCC3)cc1
 : ? | nt
94. CC(O)CNc1ncnc2cc(-c3ccc(F)cc3)sc12 (stereo not drawn)
 : ? | nt
95. C=COCCNC(=S)N1CCOCCOCCN(C(=S)NCCOC=C)CCOCC1
 : 0% | -17
96. CCNc1ccc(S(=O)(=O)N(C)C)cc1NCC(=O)Nc1ccc(Br)cc1F
 : ? | nt
97. O=C1CN(S(=O)(=O)c2ccc(Cl)cc2)c2ccccc2N1
 : -1% | 12
98. COc1ccc(CCNC(=O)C2CCN(c3ccc(N4CCOCC4)nn3)CC2)c(OC)c1
 : ? | nt
99. CCn1c(SCC(=O)NNC(=O)c2ccc(OC)cc2)nnc1C(C)C
 : ? | nt
100. CCOc1cc(S(=O)(=O)Nc2ccccn2)ccc1F
 : ? | nt
101. CCOCCCNC(=S)Nc1ccc2nc(N3CCOCC3)cc(C)c2c1
 : i | 19
102. OC1CCN(c2c3c(nc4cc(-c5ccc(F)cc5)nn24)CCC3)CC1
 : ? | nt
103. Cc1ccc(-c2ccc(CCC(=O)O)n2-c2ccc(C(=O)O)cc2)cc1
 : -8% | 23
104. Cc1ccc(/C=C2\SC(=S)N(CCC(=O)N3CCCCC3)C2=O)cc1
 : ? | nt
105. Nc1ccc(Br)c[n+]1Cc1cccc2cccnc12
 : ? | nt
106. Cc1ccc(/C=C(\NC(=O)c2ccccc2)C(=O)NC2CCN(Cc3ccccc3)CC2)o1
 : 20% | 10
107. O=C(/C=C/c1ccco1)NCC(=O)N/N=C/c1ccc([N+](=O)[O-])cc1
 : ? | nt
108. CCOC(=O)[C@H]1[C@H]2COc3ccc(C)cc3[C@@H]2N2C(=O)CN(Cc3ccco3)C(=O)[C@@]12C
 : ? | nt
109. COCCCNC(=O)CN1C(=O)CSc2ncccc21
 : ? | nt
110. Cc1nc2ccccc2nc1OCc1cccc(Cl)c1
 : 12% | -11
111. O=C(O)c1ccc(-c2nc(-c3ccccc3)cs2)cc1
 : ? | nt
112. Nn1c(-c2ccccc2)nc2cc(Cl)ccc2c1=O
 : ? | nt
113. COc1ccc(C(=O)NCC(=O)NCC(=O)OCC(=O)c2cccs2)cc1
 : -7% | -13
114. CCOC(=O)c1cccc(N/C=C/C(=O)c2ccc(OC)c(OC)c2)c1
 : ? | nt

From PubChem

This is a subset (hit frequency here may not be typical).
